Compound activity as filed in PubChem.
G9a inh: qHTS Assay for Inhibitors of Histone Lysine Methyltransferase G9a; hit rate 8.8% among 350,000; G9a H3K9 monomethylation, AlphaScreen, 2 h; Potency, µM (highest dose often 102 µM), without a hit: top-dose activity, negative = inhibition, hits mostly inhibitors; Histone-lysine N-methyltransferase EHMT2 (Homo sapiens), Q96KQ7; further: potency means the concentration at half of the fitted maximal effect; on the % scale 0 is the no-effect control and ±100 the full control effect; nearly all actives have a fitted effect of over 75% in size
Target sequence (Q96KQ7 913-1193 limits assumed): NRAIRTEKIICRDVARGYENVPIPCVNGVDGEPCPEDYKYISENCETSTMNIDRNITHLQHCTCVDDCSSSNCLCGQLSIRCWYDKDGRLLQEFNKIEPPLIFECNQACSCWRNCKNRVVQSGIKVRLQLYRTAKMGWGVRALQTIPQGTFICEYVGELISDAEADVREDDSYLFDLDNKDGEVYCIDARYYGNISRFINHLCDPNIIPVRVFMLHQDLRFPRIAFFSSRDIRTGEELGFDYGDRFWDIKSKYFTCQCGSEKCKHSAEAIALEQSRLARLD
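AlphaScreen detection with an anti-monomethyl H3K9 antibody quantified product after a 2 h room-temperature reaction containing 500 nM biotinylated H3K9 peptide, 20 µM SAM and 20 nM enzyme, which had been preincubated 15 min with compound.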
JMJD2A Tudor inh: qHTS Assay for Inhibitors of JMJD2A-Tudor Domain. hit rate 4.4% among 390,000. Lysine-specific demethylase 4A (Homo sapiens), O75164. AID 504339, 2011. AlphaScreen JMJD2A-Tudor / H3K4me3 peptide binding. Potency, µM (doses to about 114 µM), without a hit: at the highest dose activity change, negative = inhibition, most hits filed as inhibitors; further: potency means the concentration at half of the fitted maximal effect; on the % scale 0 is the no-effect control and ±100 the full control effect; nearly all actives have a fitted effect of over 50% in size
Pin1 inh: qHTS Assay to Find Inhibitors of Pin1. Peptidyl-prolyl cis-trans isomerase NIMA-interacting 1 (Homo sapiens), Q13526. Pin1 FP peptide displacement, HiFluor488, 10 min. Potency, µM (titrated, usually from 115 µM), without a hit: at the highest dose activity, negative = inhibition, most hits filed as inhibitors. hit rate 0.009% among 390,000. AID 504891, 2011; active means well fitted inhibition curve with a large enough effect in the polarisation, with a control signal flat, not every such curve was filed as active; inconclusive means small, poorly fitted or top-dose-only effect, or effect the other way, or a change in a side signal; inactive means no such curve, though single readings can be large or run the other way; the % refers to the polarisation; further: potency means the concentration at half of the fitted maximal effect; on the % scale 0 is the no-effect control and ±100 the full control effect
Target sequence (Q13526 whole entry, looked up): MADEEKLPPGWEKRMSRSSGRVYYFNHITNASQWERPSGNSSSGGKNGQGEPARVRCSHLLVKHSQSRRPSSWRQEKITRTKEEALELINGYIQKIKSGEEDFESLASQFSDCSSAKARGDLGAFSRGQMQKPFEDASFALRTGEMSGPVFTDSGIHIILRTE
HP1b binding inh: HTS for Inhibitors of HP1-beta Chromodomain Interactions with Methylated Histone Tails | Chromobox protein homolog 1 (Homo sapiens), P83916 | AlphaScreen HP1-beta / biotin-H3K9me3 peptide binding | Potency, µM (series often up to 114 µM), without a hit: at the top dose activity change, negative = inhibition, actives largely listed as inhibitors | AID 540317, 2011 | hit rate 0.56% among 390,000; further: potency means the concentration at half of the fitted maximal effect; nearly all actives have a fitted effect of over 70% in size; inactives centre near 23
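AlphaScreen: HP1-beta (50 nM) preformed 30 min with biotin-H3(1-18)K9me3 peptide (50 nM) in PBS pH 7.4, 0.01% Tween-20. Compound added for 30 min at RT, then streptavidin donor/nickel chelate acceptor beads (10 ug/mL) for 30 min.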
BAZ2B block: qHTS Assay for Inhibitors of BAZ2B; Bromodomain adjacent to zinc finger domain protein 2B (Homo sapiens), Q9UIF8; AlphaScreen BAZ2B-H3K14Ac peptide displacement; Potency, µM (doses to about 114 µM), for inactives: top-dose activity change, negative = inhibition, most hits filed as inhibitors; hit rate 4.4% among 360,000; AID 504333, 2011; further: potency means the concentration at half of the fitted maximal effect; on the % scale 0 is the no-effect control and ±100 the full control effect; nearly all actives have a fitted effect of over 60% in size
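Inhibition is scored as reduced AlphaScreen emission. The BAZ2B/b-H3(5-23)K14Ac complex (50 nM each) in PBS pH 7.4, 0.01% Tween-20 meets compound (up to 110 uM) for 30 min at RT before bead addition.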
GLS inhibitor: qHTS for Inhibitors of Glutaminase (GLS) | AID 624170, 2012 | Potency, µM (titrated, usually from 45.5 µM), inactives show at the highest dose activity change, negative = inhibition, usual class: inhibitors | Glutaminase kidney isoform, mitochondrial (Homo sapiens), O94925 | hit rate 0.21% among 410,000 | GLS enzymatic activity, qHTS titration; further: potency means the concentration at half of the fitted maximal effect; on the % scale 0 is the no-effect control and ±100 the full control effect
Target sequence (O94925 whole entry, looked up, canonical isoform): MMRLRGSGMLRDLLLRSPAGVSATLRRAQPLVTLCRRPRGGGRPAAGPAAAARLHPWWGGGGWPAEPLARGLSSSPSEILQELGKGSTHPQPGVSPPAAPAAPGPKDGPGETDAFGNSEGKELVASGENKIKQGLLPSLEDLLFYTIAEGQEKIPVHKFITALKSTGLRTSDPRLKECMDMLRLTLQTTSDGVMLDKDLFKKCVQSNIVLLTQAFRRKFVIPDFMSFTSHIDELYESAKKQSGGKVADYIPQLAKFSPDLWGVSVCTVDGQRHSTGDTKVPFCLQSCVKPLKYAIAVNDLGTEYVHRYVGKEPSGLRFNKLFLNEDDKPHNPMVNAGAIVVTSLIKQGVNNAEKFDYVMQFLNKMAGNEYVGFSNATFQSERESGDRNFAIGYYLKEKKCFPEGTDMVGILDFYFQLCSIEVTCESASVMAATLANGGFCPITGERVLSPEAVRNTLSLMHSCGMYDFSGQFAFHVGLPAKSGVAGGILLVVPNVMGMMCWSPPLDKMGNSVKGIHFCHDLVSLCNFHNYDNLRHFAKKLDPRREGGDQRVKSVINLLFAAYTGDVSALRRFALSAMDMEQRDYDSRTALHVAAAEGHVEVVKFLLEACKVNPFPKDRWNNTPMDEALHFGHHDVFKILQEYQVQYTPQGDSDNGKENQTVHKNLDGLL
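Two-point fluorescence kinetic (t0, 30 min RT) for hKGA; glutamate detected via glutamate oxidase–HRP–Amplex Red. Substrate: 1 mM L-glutamine solution; buffer 45 mM KH2PO4, pH 8.2.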
PI4K2A inh: qHTS for small molecular inhibitors of PI4K2A; hit rate 0.13% among 420,000; purified PI4K2A, ADP-Glo luminescence, 1 h; active compounds read low; AID 1346378, 2018; activity change, negative = inhibition, % at 76.9 µM; Phosphatidylinositol 4-kinase type 2-alpha (Homo sapiens), Q9BTU6; in the data active means activity change below about -50%; inconclusive means mostly about -30% to -49%;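 further: -100% = wells without enzyme as full effect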
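PI4K2A activity was measured by ADP-Glo luminescence: enzyme (4 ug/mL stock) and phosphatidylinositol (1.2 mM stock) in Tris pH 7.5/MgCl2/EGTA/Triton X-100 buffer were reacted with ATP (300 microM stock) for one hour at ambient temperature.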
PGK inhibitor: qHTS Assay to Find Inhibitors of Phosphoglycerate Kinase; hit rate 0.043% among 380,000; Phosphoglycerate kinase, glycosomal (Trypanosoma brucei brucei), P07378; PGK/GAPDH coupled, Kinase-Glo luminescence, 60 min; Potency, µM (doses to about 57.5 µM), for inactives: top-dose activity change, negative = inhibition, hits mostly inhibitors; further: potency means the concentration at half of the fitted maximal effect; on the % scale 0 is the no-effect control and ±100 the full control effect; nearly all actives have a fitted effect of over 60% in size
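Luminescent ATP detection (Kinase-Glo Plus) follows a 60-minute room-temperature incubation, with wells lacking PGK as controls. Buffer: 100 mM TEA (pH 7.6), 5 mM MgCl2, 0.01% Tween-20. Coupling enzyme GAPDH (100 nM final) supplies unstable 1,3-BPG in-well.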
ERG-DNA inh: qHTS for Small Molecule Inhibitors of the ERG Ets/DNA interaction | fluorescence polarization, His-ERG Ets domain / labelled DNA | Potency, µM (doses to about 76.9 µM), for inactives: at the top dose FP activity, negative = inhibition, most hits filed as inhibitors | hit rate 0.028% among 370,000; active means well fitted inhibition curve with a large enough effect in the polarisation, with a control signal flat; inconclusive means small, poorly fitted or top-dose-only effect, or effect the other way, or a change in a side signal; inactive means no such curve, though single readings can be large or run the other way; the % refers to the polarisation;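 further: polarization taken with two DNA probes labelled with fluorescein and Texas red; potency means the concentration at half of the fitted maximal effect; % of control where 0% means no effect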
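His-tagged ERG Ets domain (1 uM in the protein solution; 300mM KCl, 50mM Tris-HCl, 1mM EDTA, 1mM DTT, pH 7.5) received compound, then a probe mix of 5 nM fluorescein-DNA and 100nM Texas-615-DNA. Fluorescence polarization was read for both dyes.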
Numbers without * were called inactive; i = inactive; u = inconclusive; x = no result given; [ ] = another dose, or the depositor's remark. Unless noted, the call rests on the fitted dose curve; in most records, active means well fitted curve in the direction sought with a large enough effect; inconclusive means small, poorly fitted or top-dose-only effect, or another doubt; inactive means no such curve, though single readings can be large; an effect the other way counts as inactive or inconclusive.

Values run as follows: G9a inh	JMJD2A Tudor inh	Pin1 inh	HP1b binding inh	BAZ2B block	GLS inhibitor	PI4K2A inh	PGK inhibitor	ERG-DNA inh
O=C(NC(=S)Nc1cc(C(F)(F)F)ccc1N1CCOCC1)c1ccc(-c2cccc(Cl)c2)o1
  u	-16%	9%	4%	-36%	0%	10	-7%	x
CCOc1ccc(CCNS(=O)(=O)c2ccc3c(c2)NC(=O)CO3)cc1OCC
  x	-21%	1%	22%	-5%	-11%	-1	-4%	0%
COc1cc(N2CCCC2)ccc1C=O
  5%	-11%	4%	9%	4%	3%	-7	-1%	-5%
CC(C)CCOc1ccc(C2(C)NC(=O)N(CN3CCOCC3)C2=O)cc1 (centres undefined)
  15%[59 µM]	-4%	1%	25%	2%	4%	-1	1%	-2%
NS(=O)(=O)c1ccc(NC(=O)COC(=O)Cc2ccc(Cl)cc2)cc1
  x	-15%	1%	6%	-1%	2%	3	-2%	0%
COc1ccc(C(=O)NCC(=O)N/N=C/C(C)=C/c2ccco2)cc1OC
  8%[59 µM]	-24%	u	13%	-31%	10%	-9	-7%	6%
Cc1ccc(C(=O)CSc2nc(-c3ccccc3)cc(=O)[nH]2)cc1
  x	-2%	30%	42%[activator]	-1%	-13%	-3	-4%	-10%
CNC(=O)CSc1nc2cccnc2n1C1CCCCC1
  x	2%	-5%	50%[activator]	u	0%	-4	-1%	15%
CCCOc1ccc(C=Nc2ccc(OC)c(S(=O)(=O)N3CCOCC3)c2)c(O)c1
  28%[12.7 µM]	-16%	-4%	22%	-23%	17%	-1	-2%	-4%
Cc1ccc(C)c(N=Cc2ccc(-c3ccc([N+](=O)[O-])cc3)o2)c1
  35µM*	56µM*	-1%	u	u	0%	-4	-5%	5%
CN(C)c1ccc(CN(C(=O)c2ccccc2Br)C2CCS(=O)(=O)C2)cc1 (centres undefined)
  x	11%	-3%	32%	u	u	1	10%	-3%
CCn1c(=O)cc(SCC(=O)Nc2cccc(SC)c2)c2ccccc21
  u	-17%	27%	28%	-33%	-12%	4	-4%	3%
COc1ccccc1NC(=O)Nc1nc(CC(=O)NCc2cccnc2)cs1
  -50%	-7%	-9%	38%	-10%	-9%	49	0%	21%
O=S(=O)(Nc1ccc(O)c(CN2CCCCC2)c1)c1ccccc1
  45µM*	-6%	-6%	15%	-4%	u	5	-2%	15%
O=C(CSc1nncs1)NCc1ccc(F)cc1
  4%	-10%	-2%	22%	-3%	0%	4	-1%	1%
CC(=O)c1ccc(NC(=O)CCC(=O)N2CC(C)Oc3ccc(C)cc32)cc1 (centres undefined)
  x	-18%	-4%	57%[activator]	-23%	8%	5	3%	18%
CC(OC(=O)c1ccc2c(c1)OCCO2)C(=O)c1ccccc1 (centres undefined)
  14%	22%	8%	55%[activator]	7%	3%	-6	1%	-4%
O=C(c1ccccc1S(=O)(=O)NCc1ccccc1)N1CCCC1
  2%	-8%	0%	46%[activator]	u	-1%	4	4%	8%
Cc1ccc(N(C(=O)c2sc(C)nc2C)C(C(=O)NC(C)(C)C)c2ccncc2)cc1 (centres undefined)
  13%[0.501 µM]	-13%	-1%	-2%	7%	79%[activator]	0	i	-4%
COC(=O)C1=C(C)NC(=O)NC1c1ccc(OCC(=O)N2CCCCC2)cc1 (centres undefined)
  4%[0.0925 µM]	-10%	-6%	19%	11%	4%	0	-3%	-2%
COc1cc2ccccc2nn1
  29%[59 µM]	-11%	-14%	3%	-2%	0%	3	11%	11%
CCOc1ccc(NC(=O)CSC2=Nc3ccccc3C3=NC(CCC(=O)NCc4cccs4)C(=O)N23)cc1 (centres undefined)
  7%[59 µM]	-4%	12%	40%[activator]	0%	3%	-2	8%	0%
COC(C[C@@H](O)C[C@@H](O)COCc1ccccc1)OC
  41%[59 µM]	-9%	-3%	53%[activator]	-1%	-5%	-4	-4%	11%
CCOc1cccc(NC(=O)C2CCCN(S(=O)(=O)c3ccc(OC)cc3)C2)c1 (centres undefined)
  -28%	-19%	10%	22%	-37%	1%	3	0%	-1%
COC(=O)COc1cc(Cl)c(C=O)cc1OC
  -21%	-4%	-7%	49%[activator]	-21%	0%	4	0%	7%
CC(=O)c1ccc(OCCCOc2cccc3cccnc23)cc1
  29%[59 µM]	-14%	-4%	22%	-1%	-2%	0	-10%	2%
NS(=O)(=O)c1ccc(CCNC(=O)CCn2c(=O)c3cccn3c3cccnc32)cc1
  -6%[59 µM]	-4%	17%	35%	-9%	-5%	-2	5%	1%
CCCCCCNCCn1cnc2c(N)ncnc21
  78%[activator][59 µM]	-6%	-3%	10%	5%	1%	-4	2%	-2%
Cc1nc2ccc(F)cc2cc1C(=O)NCc1ccco1
  -44%	-1%	-11%	28%	1%	-2%	0	-2%	-1%
Cc1c(N2C(=O)c3ccc(F)cc3C2=O)c(=O)n(-c2ccccc2)n1C
  -4%[59 µM]	u	-10%	-16%	11%	-5%	-2	i	11%

The results go on:
Values run as follows: G9a inh	JMJD2A Tudor inh	Pin1 inh	HP1b binding inh	BAZ2B block	GLS inhibitor	PI4K2A inh	PGK inhibitor	ERG-DNA inh
CCCCOC(=O)Nc1cccc(C(=O)OCC)c1
  49%[12.7 µM]	5%	6%	35%	7%	10%	9	-2%	2%
COc1ccccc1NC(=O)c1c(NCc2sccc2C)sc2c1CCCCC2
  10µM*	45µM*	u	u	32µM*	-6%	-10	0%	15%
CC(=N\Nc1ccc(Cl)cc1)/C(=N/O)C(=O)Nc1ccccc1
  4%[59 µM]	-27%	6%	6%	u	17%	3	2%	-7%
O=C(c1ccc2c(c1)N(Cc1cccc(F)c1)C(=O)c1ccccc1S2)N1CCCC1
  -20%[59 µM]	-32%	6%	14%	u	-9%	5	-18%	-8%
CCN(CC)S(=O)(=O)c1ccc(N2CCOCC2)c(NC(=O)CN2C(=O)NC3(CCCC3)C2=O)c1
  x	-7%	1%	35%	x	2%	0	4%	8%
COc1ccccc1C(=O)COC(=O)Cn1c(C)csc1=O
  -25%	-2%	-1%	13%	-24%	-3%	2	7%	0%
O=C(CCCCO)CCCCCCCC[C@H]1N[C@H](CO)[C@H](O)[C@@H]1O[C@@H]1O[C@H](CO)[C@@H](O)[C@H](O)[C@H]1O
  2%	-22%	-8%	20%	-31%	11%	-2	-8%	-3%
COc1cc(/C=N\NC(=O)c2ccc(Cn3cc(Br)c([N+](=O)[O-])n3)o2)cc(OC)c1O
  u	-8%	22%	14%	-9%	1%	-8	-2%	-2%
O=C(O)C(CCc1ccccn1)c1ccccc1 (centres undefined)
  x	-7%	-8%	18%	x	-19%	6	1%	6%
CC(C)Cn1c(N)c(C(=O)CSc2nnnn2-c2ccc(Cl)cc2)c(=O)n(C)c1=O
  x	-4%	-4%	26%	x	4%	2	-9%	-11%
COc1ccc(C(=O)O)cc1S(=O)(=O)NCc1ccncc1
  x	-33%	-7%	23%	x	-25%	-3	-2%	3%
Cc1ccc(S(=O)(=O)NC2CCCC2)cc1C(N)=O
  6%	-6%	-2%	29%	-4%	2%	-3	-6%	0%
CN(CCC1CCOCC1)C(=O)C1CCC(=O)N(CCc2ccccc2)C1 (centres undefined)
  0%	-19%	-9%	27%	-10%	7%	0	i	3%
O=C(COc1ccccc1)NCc1ccc2c(c1)CCN2C(=O)c1ccccc1
  -1%[59 µM]	-5%	5%	29%	0%	3%	-2	-6%	-2%
O=C(COc1cnc2ccccc2n1)NCCC1=CCCCC1
  -37%[59 µM]	-11%	10%	18%	9%	-5%	6	7%	1%
COc1cc(NC(=O)C2CC(c3ccc(Cl)cc3)=NO2)cc(OC)c1OC (centres undefined)
  x	-11%	-4%	4%	8%	-3%	-1	9%	-2%
O=c1[nH]c(/C=C/c2ccc([N+](=O)[O-])cc2)c([N+](=O)[O-])c(=O)[nH]1
  28µM*	-3%	-1%	6%	-4%	9%	-29	-8%	0%
COCCn1c(SCC(=O)c2c(C)[nH]c3ccccc23)nc2cc(C(=O)NC(C)C)ccc2c1=O
  8%[59 µM]	-26%	-1%	2%	3%	-8%	2	0%	-3%
Cc1ccc(N2CC(NC(=O)C3CCCCC3)CC2=O)cc1C (centres undefined)
  5%[59 µM]	-5%	-5%	25%	3%	1%	-1	10%	-2%
O=C(O)C1CCC(Cn2c(SCc3cc(=O)n4ccccc4n3)nc3ccsc3c2=O)CC1 (centres undefined)
  u	-17%	-2%	5%	-14%	-2%	4	-9%	15%
CCOC(=O)c1c(NC(=O)OC)sc(C(=O)N(C)C)c1C
  7%[12.7 µM]	-13%	1%	-13%	10%	1%	-7	0%	-6%
OC(CNC1CCCCC1)CNC1CCCCC1
  0%	0%	1%	60%[activator]	-3%	-13%	0	x	4%

No enrichment for hits. About 11% of those tested had a hit in this group.
